12-hLO inh = inhibitors of human 12-lipoxygenase (ALOX12) | P18054 | purified 12-hLO, xylenol orange hydroperoxide absorbance | Potency, µM (highest dose often 57.1 µM), inactives show at the highest dose activity change, negative = inhibition, hits mostly inhibitors | 150,000 compounds, 0.12% hits | AID 1452; note: potency is the fitted concentration of half-maximal effect; nearly all actives have a fitted effect of over 55% in size; many of its hits are not listed in these tables
Target sequence (P18054 whole entry, looked up): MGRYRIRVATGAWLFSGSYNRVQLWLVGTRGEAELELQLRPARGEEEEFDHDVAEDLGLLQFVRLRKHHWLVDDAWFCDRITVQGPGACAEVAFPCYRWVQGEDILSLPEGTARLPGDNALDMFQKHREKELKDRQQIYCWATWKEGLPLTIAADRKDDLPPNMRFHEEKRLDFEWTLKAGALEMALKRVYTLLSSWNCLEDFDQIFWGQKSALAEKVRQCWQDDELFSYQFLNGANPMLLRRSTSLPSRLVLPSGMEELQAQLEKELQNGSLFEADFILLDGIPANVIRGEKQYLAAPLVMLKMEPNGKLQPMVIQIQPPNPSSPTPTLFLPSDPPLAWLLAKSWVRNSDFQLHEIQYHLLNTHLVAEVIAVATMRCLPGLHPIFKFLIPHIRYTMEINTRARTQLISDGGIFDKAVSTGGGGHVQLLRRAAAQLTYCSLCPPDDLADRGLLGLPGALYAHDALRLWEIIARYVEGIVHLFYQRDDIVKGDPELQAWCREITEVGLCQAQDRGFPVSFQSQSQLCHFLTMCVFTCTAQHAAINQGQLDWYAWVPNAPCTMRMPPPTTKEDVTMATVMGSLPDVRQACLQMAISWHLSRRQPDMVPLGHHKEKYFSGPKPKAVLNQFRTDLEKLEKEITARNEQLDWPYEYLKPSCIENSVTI
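Lipoxygenase turnover measured by absorbance at 573 and 405 nm after Fe-XO development. Human 12hLO 150 nM, arachidonate 40 uM, pH 7.0 Hepes buffer with detergent; 15 min compound preincubation, 30 min reaction.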
PNC inhibitor = inhibitors of perinucleolar compartment assembly; PC3M PTB-GFP, PNC prevalence imaging, 16 h; hits give low values; activity change (PNC), negative = inhibition, % at 10 µM; 140,000 compounds, 3.1% hits;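 active = readout at or below -70, meaning at least 70% loss of cells showing the perinucleolar compartment, a nuclear body marking cancer cells; inconclusive = readout between -30 and a set limit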;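 note: plate controls were DMSO wells for no effect and camptothecin positive control wells for full effect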
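Compounds are pinned in duplicate onto adhered PC3M cells stably expressing GFP-tagged PTB and incubated 16 h at 37 C. Cells are then fixed, nuclei stained with Hoechst, and PNC-positive cells counted.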
15-hLO-2 inh = 15-hLO-2 (ALOX15B) enzyme inhibition. purified 15hLO-2, xylenol orange hydroperoxide absorbance. 110,000 compounds, 0.56% hits. O15296. Potency, µM (doses to about 57.1 µM), without a hit: top-dose activity change, negative = inhibition, actives largely listed as inhibitors; note: potency is the fitted concentration of half-maximal effect; nearly all actives have a fitted effect of over 60% in size; many of its hits are not listed in these tables
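Screening format was qHTS against 50 nM purified 15hLO-2 in Hepes pH 7.5 with detergent. Activity follows hydroperoxide formation from 45 uM arachidonic acid, measured as 573:405 nm absorbance ratio of the ferric-xylenol orange complex.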
IMPase inh = cell-permeable inhibitors of inositol monophosphatase (IMPase); CHO-M1 cells, IP1 accumulation, HTRF TR-FRET ratio; 120,000 tested, under 10 active; P97697; AID 901; inhibition (IP1 accumulation), % at 46.1 µM; active = well fitted curve in the direction sought with a large enough effect in the signal ratio, not every such curve was filed as active; inconclusive = small, poorly fitted or top-dose-only effect, or a change in a side signal; inactive = no such curve, though single readings can be large or run the other way; the % refers to the signal ratio;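 note: cells stimulated with carbachol in lithium chloride buffer; plate controls were DMSO basal wells for no effect and reference inhibitor wells for full effect; higher means more IMPase inhibition seen as more IP1 and lower FRET ratio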
Target sequence (P97697 whole entry, looked up): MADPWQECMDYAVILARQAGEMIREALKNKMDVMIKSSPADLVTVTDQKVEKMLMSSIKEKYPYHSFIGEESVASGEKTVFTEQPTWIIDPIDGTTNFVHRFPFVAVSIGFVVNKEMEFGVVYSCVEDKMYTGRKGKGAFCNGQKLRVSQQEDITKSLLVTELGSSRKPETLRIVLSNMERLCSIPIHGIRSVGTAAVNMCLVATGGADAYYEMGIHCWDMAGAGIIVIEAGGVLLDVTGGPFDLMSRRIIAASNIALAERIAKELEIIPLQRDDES
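CHO-M1, 2000 cells/well, cultured 16–30 h; cpd up to 46 uM; carbachol (50 uM solution, stimulation buffer w/ 50 mM LiCl, pH 7.4), 30 min 37C; IP-One TR-FRET, 10 min RT; Ex 320/Em 665, 620; Hill-fit AC50.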
* = called active by the depositor; ? = inconclusive; / = not tested or not shown; [ ] = remark or other dose. Unless noted, calls come from the whole dose curve; as a rule, active = well fitted curve in the direction sought with a large enough effect; inconclusive = small, poorly fitted or top-dose-only effect, or another doubt; inactive = no such curve, though single readings can be large; an effect the other way counts as inactive or inconclusive. Unless noted, % is set by controls: 0 for no effect and ±100 for the full control effect.

smiles	15-hLO-2 inh	PNC inhibitor	12-hLO inh	IMPase inh
O=C(O)c1[nH]c2ccc(Cl)cc2c1CC(=O)N1CCN(C(=O)c2ccco2)CC1	2%	23	-1%	0
Cc1c(NC(=O)CSc2nnc3c4ccccc4n(CCc4ccccc4)c3n2)c(=O)n(-c2ccccc2)n1C	-4%	-90*	3%	-1
Cc1cccc(OCC(=O)NC2CCCc3ccccc32)c1C (stereo not drawn)	/	56	0%	/
CC1(C)CC(=O)C2=C(C1)Nc1nc(SCCN3CCOCC3)[nH]c(=O)c1C2c1cccs1 (stereo not drawn)	-1%	9	7%	-3
O=C(Nc1ccc(OC(F)F)c(Cl)c1)Nc1ccc2c(c1)OCO2	9%[2.29 µM]	-87*	0%	-1
CS(=O)(=O)N(CC(=O)Nc1ccccc1Sc1ccccc1)c1ccc(F)cc1	0%	12	-10%	6
O=C(NCCc1c[nH]c2ccccc12)C(=O)NCC(c1ccco1)N1CCN(c2ccccc2)CC1 (stereo not drawn)	/	19	-1%	/
Cc1cc(NS(=O)(=O)c2ccc(NC(=S)NC(=O)c3ccccc3)cc2)no1	/	?	?	14
Cc1cc2oc(=O)cc(CN3CCCCC3C)c2c(C)c1Cl (stereo not drawn)	-12%	?	-6%	6
COc1ccc(S(=O)(=O)n2cnc3cc(C)c(C)cc32)cc1C	9%	-21	0%	-9
CCc1sc(N(C(=O)Cc2ccccc2)c2ccc(F)cc2)nc1-c1ccccc1	-3%	24	2%	-1
CCCCOC(=O)Nc1nc2ccccc2s1	-3%	46	2%	-2
Cc1nn(CC(=O)NCCN2CCOCC2)c(C)c1[N+](=O)[O-]	-2%	4	-3%	0
Cc1ccc2nc3c(cc(C#N)c(=O)n3CC3CCCO3)c(=O)n2c1 (stereo not drawn)	-24%	-21	-3%	-6
CC(C)C(=O)Nc1ccc2c3c(cccc13)CC2	/	?	-7%	?
CCOC(=O)CSC1=NC(=O)/C(=C/c2ccc(OC)cc2)S1	/	-91*	-24%	/
c1ccc(-c2nc3ccccn3c2NCc2ccc3c(c2)OCO3)cc1	11%	-26	0%	-2
COc1ccc(NC(=O)c2cc3cc(OC)ccc3oc2=N)cc1	-23%	29	-4%	-8
CC(=O)[C@@H]1[C@@H](C(=O)c2ccccc2)[C@]2(C(=O)Nc3ccccc32)[C@H]2C=Cc3cc(F)ccc3N12	/	3	0%	/
CCNS(=O)(=O)c1ccc(NC(=O)c2ccccc2)cc1	-13%	7	-10%	5
CC[n+]1c(/C=C2/C=C(C)CC(C)(C)C2)sc2ccc(OC)cc21	25µM*	-30	-28%	9
CCCSc1nsc(NC(=O)C(c2ccccc2)c2ccccc2)n1	14%	?	-19%	6
CCc1c(C)nc2cc(-c3cc(OC)cc(OC)c3)nn2c1N1CCN(CCN2CCOCC2)CC1	/	59	-4%	1
O=C(Nc1cccc(S(=O)(=O)C(F)F)c1)c1ccc(Cl)c(S(=O)(=O)N2CCOCC2)c1	1%	?	0%	14
COc1ccc(Cc2c(Cl)ncnc2Cl)cc1	/	?	-1%	9
CCOC(=O)c1nnc(-c2ccccc2)nc1NCc1ccccc1	/	0	1%	3
CCn1c2ccccc2c2cc(NC(=O)CSc3nnc(-c4ccccc4OC)n3N)ccc21	18%	-30	-7%	-4
CCc1ccc(-c2nc(CN3CCC(C(=O)NCc4ccco4)CC3)c(C)o2)cc1	54%[activator]	?	-2%	8
COc1ccc(-c2oc(NC(=O)CSc3ncn[nH]3)c(C#N)c2-c2ccc(OC)cc2)cc1	-3%	-7	-29%	-1
Cc1ccc(CC(=O)Nc2ccccc2N2CCOCC2)cc1C	-4%	-27	-5%	-1
Cc1ccc(NC(=O)c2cc(S(=O)(=O)NCCC3=CCCCC3)ccc2F)cc1	/	?	-1%	-10
COc1cccc(/C=N/NC(=O)CCc2c(C)n[nH]c2C)c1	1%	-25	5%	-4
c1ccc(Cc2nn3c(Cn4nnc5ccccc54)nnc3s2)cc1	-13%	-15	-4%	-3
Cc1ccnc(N2CCC(C(=O)Nc3cccc(C(F)(F)F)c3)CC2)n1	24%	-29	-3%	-1
O=C(OCC(=O)N1CCN(C(=O)c2ccco2)CC1)c1cc(-c2ccccc2)nc2ccccc12	-1%	17	-3%	-7
CC/C(=N\NS(C)(=O)=O)c1ccccc1	-5%	15	5%	-1
Cc1cc2nc3[nH]c4c(Cl)cc(Cl)cc4c3nc2cc1C	-5%[11.4 µM]	/	1%[11.4 µM]	/
Cc1nn(C)c(C)c1S(=O)(=O)N(CC(=O)NC1CCCCCC1)c1ccc(C(C)C)cc1	8%	-11	-2%	9
CCOC(=O)c1c(-c2ccccc2)nc2ccccn12	/	36	11%	9
O=C(NO)c1ccccc1	-10%	/	-4%	/
CCN1CCCC1CNC(=O)c1cc2c(-c3cccc(OC)c3)nn(C)c2s1 (stereo not drawn)	9%[2.29 µM]	19	3%	-1
CC1(C)Cc2ccccc2-c2nnnn21	-6%	?	-3%	2
Cc1oc2ccccc2c1-c1cn2c(n1)SCC2	-6%	?	1%	11
O=C(Cn1nnc(-c2ccccc2Cl)n1)N/N=C/c1ccc2c(c1)OCO2	/	60	4%	1
Fc1ccccc1NC(=S)NN(Cc1ccccc1)c1ccccc1	?	-15	-26%	16
CCn1c(C(=O)N2CCC(C(=O)N3CCN(c4ccccn4)CC3)CC2)cc2sccc21	0%	?	0%	-1
COc1ccccc1C(OC(=O)c1cccs1)C(=O)NCc1ccco1 (stereo not drawn)	?	?	-14%	5
CC(C)Cn1c(SCC(=O)N2CCN(S(=O)(=O)c3ccccc3)CC2)nc2ccccc21	15%	7	-5%	21
COc1ccccc1NC(=O)CCN1CC(C)OC(C)C1 (stereo not drawn)	/	?	13%	?
O=C(CCC1CCCCC1)Nc1ncn[nH]1	36%[activator]	?	10%	7

The last 2 records of the part above open the next one:
smiles	15-hLO-2 inh	PNC inhibitor	12-hLO inh	IMPase inh
COc1ccccc1NC(=O)CCN1CC(C)OC(C)C1 (stereo not drawn)	/	?	13%	?
O=C(CCC1CCCCC1)Nc1ncn[nH]1	36%[activator]	?	10%	7
CCCCC(=O)OCCNC(=O)c1cc2ccccc2oc1=O	1%	-18	2%	-3
CCOc1cc(NC(=S)NCCCOC)c(OCC)cc1NC(=O)c1cccs1	/	-9	-3%	10
Cc1ccc(C)c(N2CCN(c3nc4ccccc4c(=O)n3Cc3ccccc3)CC2)c1	9%	?	-6%	4
CC1CCCCC1NC(=O)c1cc2ccccc2o1 (stereo not drawn)	/	15	-4%	/
CCOC(=O)c1c(N)c(C#N)c2n1CCCCC2	-2%	-12	1%	9
COc1ccc(C(=O)/C(=C/c2cccs2)c2nc3ccccc3o2)cc1	-22%	68	-12%	17
O=[N+]([O-])c1cccc(Cl)c1NCCNc1ncc(C(F)(F)F)cc1Cl	-7%	0	-11%	4
CNC(=O)CC12CC3CC(CC(C3)C1)C2	5%	11	3%	-4
O=C(CCN1CCC(c2ccccc2)C1)c1ccccc1 (stereo not drawn)	/	54	6%	9
O=S1(=O)CCC(NC(=S)N2CCCCCC2)C1 (stereo not drawn)	/	57	-4%	5
CCOc1ccc2nc(NC(=O)C(CC)Sc3nc(C)cc(=O)[nH]3)sc2c1 (stereo not drawn)	6%	-20	-2%	25
COc1cccc(-n2nc3c(=S)[nH]nc(C)c3c2C)c1	-17%	27	-8%	-14
CC(=O)/C(=N/Nc1ccccc1C)N1CCOCC1	?	-3	3%	-4
Fc1ccccc1CNc1cc(Cl)cc(Cl)c1	14%	-23	-12%	15
Cc1cccc(C2Nc3ccccc3C(=O)N2c2ccc(F)cc2)n1 (stereo not drawn)	/	-19	-3%	7
CCOC(=O)c1c(-c2ccncc2)csc1N	-5%	?	4%	-5
OC12CCCCC1C(c1ccc3c(c1)OCO3)N(Cc1ccc(F)cc1)CC2 (stereo not drawn)	-3%	46	2%	3
CCc1ccc(OCCOCC(O)CN(CCO)CCO)cc1 (stereo not drawn)	/	-10	-3%	/
CN1CC2(C)CN(C(c3ccccc3)c3ccccc3)CC(C)(C1)C2O (stereo not drawn)	4%	-5	3%	6
COC(=O)C1CSC(C(=O)OC)N1C(=O)CN1CC(C)OC(C)C1 (stereo not drawn)	7%[11.4 µM]	-10	-1%	7[1.84 µM]
Cc1csc(Sc2ccc([N+](=O)[O-])cc2C(=O)OCC(=O)NC(=O)NC(C)(C)C)n1	-1%	25	-11%	2
Cc1c(/C(O)=C2/C(=O)C(=O)N(CCN3CCOCC3)C2c2cccnc2)cnn1-c1ccccc1 (stereo not drawn)	-6%	?	1%	-4
CC(=O)c1cc(-c2ccccc2)n(CC(=O)Nc2cc(C)cc(C)c2)c1C	/	?	2%	/
COC(=O)CSc1nnc(CNC(=O)c2cccs2)n1-c1cc(OC)ccc1OC	-8%	1	-4%	?
Cc1ccccc1OCC(=O)Nc1cccc2nsnc12	/	-9	-1%	6
COc1ccc(C2=Nn3c(nnc3-c3ccncc3)SC2)cc1	-1%	21	10%	0
COCCCNS(=O)(=O)c1ccc2c(c1)CCN2C(C)=O	-2%	33	-7%	4
O=C(CSc1nc2c(c(=O)[nH]1)CCCC2)Nc1ccc(Cl)cc1F	-2%	0	-9%	4
Cc1ccc(-c2nnc(Nc3ccc4c(c3)nc(C)n4C)c3ccccc23)cc1	32%[activator]	14	-4%	14
COc1ccc(CCNC(=O)C2CCCN2C(=O)NC2CCCCC2)cc1OC (stereo not drawn)	-4%	-20	-1%	3
O=C(Nc1ccccc1)N1CCC(=S)Nc2ccccc21	/	13	-2%	/
O=C(O)CCN=C1CCCc2ccccc2N1	/	8	3%	-1
CC12CCC(C(=O)NCc3ccccc3)(OC1=O)C2(C)C (stereo not drawn)	1%	-17	-6%	4
COc1ccc(C(=O)COC(=O)c2ccc(OC)c(OC)c2)cc1OC	0%	-28	-6%	-1
Cc1nnc(SCc2ccccc2Cl)n1CC1CCCO1 (stereo not drawn)	3%	-16	-1%	10
O=C(c1cccc(F)c1)N1CCN(Cc2c[nH]c3ccccc23)CC1	-3%	45	-3%	9
Cc1ccc2c(c1C)NC(=O)C2(O)CC(=O)c1ccc2c(c1)OCO2 (stereo not drawn)	-2%	?	-5%	?
CC(C)(Oc1ccc(CCNC(=O)c2ccc(-c3ccccc3)o2)cc1)C(=O)O	/	-11	1%	/
Nc1nc(-c2ccccc2)nc2sc3c(c12)CCCC3	/	-1	-6%	/
Cc1cc2cc3c(cc2nc1SCC(=O)OC(C)C)OCCO3	6%	19	5%	0
CC(=O)Oc1ccc2c(c1)CCC1C2CC[C@@]2(C)C1CC(OC(C)=O)C2OC(C)=O (stereo partly drawn)	2%	/	-4%	/
O=C(Nc1ccccc1C(=O)Nc1ccc2c(c1)OCO2)c1cccs1	1%	-3	-7%	6
CCCc1nn2c(N)c(/C=C3\C=Nc4ccccc43)c(=O)nc2s1	/	0	0%	/
CCCC[C@@H]1C[C@H]1C(NC(=O)c1ccco1)c1ccccc1 (stereo partly drawn)	-13%	/	-6%	/
Nc1cccc(Nc2nc(OC(C(F)(F)F)C(F)(F)F)nc(OC(C(F)(F)F)C(F)(F)F)n2)c1	22%	109	5%	18
O=C(C1CCN(S(=O)(=O)N2CCC3(CC2)OCCO3)CC1)N1CCN(Cc2ccccc2)CC1	-11%	66	2%	2
CCCCOC(=O)c1cc(C)nc2ccc(Br)cc12	11%	14	-2%	1

A portion of the library, so the mix of outcomes need not match the whole.
